Pol eta inh: inhibitors of human DNA polymerase eta; Q9Y253; recombinant Pol eta, fluorescent DNA replication assay; Potency, µM (highest dose often 114 µM), without a hit: top-dose activity change, negative = inhibition, usual class: inhibitors; 390,000 tested, 1.2% active; also: potency is read from the fitted curve at half-maximal effect; % is scaled to controls: 0 for no effect and ±100 for the full control effect
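Fluorescent replication assay: 50 nM final substrate added after a 15 min room-temperature compound preincubation with 10 nM enzyme. Signal taken at 0 min and again at 10 min.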
BLM helicase inh: inhibitors of human Bloom syndrome helicase BLM | 350,000 tested, 0.2% active | Potency, µM (series often up to 56.1 µM), without a hit: top-dose activity change, negative = inhibition, actives largely listed as inhibitors | P54132 | recombinant BLM DNA unwinding, fluorescence dequenching;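 also: potency is read from the fitted curve at half-maximal effect; plate controls were vehicle for no effect and no enzyme for full effect; nearly all actives have a fitted effect of over 35% in size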
PGK inhibitor: inhibitors of T. brucei phosphoglycerate kinase; PGK/GAPDH coupled, Kinase-Glo luminescence, 60 min; P07378; Potency, µM (series often up to 57.5 µM), for the others: at the highest dose activity change, negative = inhibition, actives largely listed as inhibitors; 380,000 tested, 0.043% active; also: potency is read from the fitted curve at half-maximal effect; % is scaled to controls: 0 for no effect and ±100 for the full control effect; nearly all actives have a fitted effect of over 60% in size
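Recombinant glycosomal PGK reaction used 1,3-bisphosphoglycerate generated in-well by GAPDH (100nM final) in 100mM TEA pH 7.6, 5mM MgCl2, 0.01% Tween-20. After 60 minutes at room temperature, ATP was read by Kinase-Glo Plus luminescence end-point.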
APE1 inh: APE1 (human) endonuclease inhibition; recombinant APE1, TAMRA/BHQ-2 abasic DNA cleavage fluorescence; Potency, µM (series often up to 65.8 µM), without a hit: top-dose activity change, negative = inhibition, most hits filed as inhibitors; 350,000 tested, 0.35% active; AID 2517;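 also: potency is read from the fitted curve at half-maximal effect; plate controls were vehicle for no effect and reference inhibitor for full effect; nearly all actives have a fitted effect of over 55% in size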
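Step 1: APE1 (0.75 nM) with compound, 15 min RT. Step 2: add 50 nM fluorophore/quencher THF duplex. Step 3: three fluorescence reads 60 s apart (525/598 nm); read 3 minus read 1 = reaction progress.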
POLK inh: blocks human DNA polymerase kappa activity | 400,000 tested, 0.53% active | Q9UBT6 | purified Pol kappa, fluorescent DNA synthesis assay, 10 min | Potency, µM (doses to about 107 µM), without a hit: at the highest dose activity, negative = inhibition, actives largely listed as inhibitors; also: potency is read from the fitted curve at half-maximal effect; % is scaled to controls: 0 for no effect and ±100 for the full control effect
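Kinetic fluorescence screen: compound preincubated 15 min RT with 10 nM enzyme; 50 nM substrate (final) initiates; reads at 0/10 min.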
Apoferritin bind: binds horse apoferritin like a general anesthetic | P02791 | apoferritin/1-aminoanthracene competitive binding, fluorescence | Potency, µM (doses to about 77.5 µM), without a hit: at the highest dose activity change, negative = displacement, hits mostly inhibitors | 350,000 tested, 0.074% active | AID 485281; also: potency is read from the fitted curve at half-maximal effect; % is scaled to controls: 0 for no effect and ±100 for the full control effect; nearly all actives have a fitted effect of over 20% in size
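Concentration-response curves derived by four-parameter Hill fitting of normalized fluorescence, where compounds displaced 1-AMA from 10 uM horse apoferritin following a brief 10 min room-temperature incubation; propofol titration acted as positive control.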
POLI inh: inhibitors of human DNA polymerase iota; Potency, µM (doses to about 115 µM), inactives show top-dose activity, negative = inhibition, actives largely listed as inhibitors; Pol iota fluorescent replication assay, 10 min; Q9UNA4; 390,000 tested, 1% active; also: potency is read from the fitted curve at half-maximal effect
Target sequence (Q9UNA4 whole entry, looked up): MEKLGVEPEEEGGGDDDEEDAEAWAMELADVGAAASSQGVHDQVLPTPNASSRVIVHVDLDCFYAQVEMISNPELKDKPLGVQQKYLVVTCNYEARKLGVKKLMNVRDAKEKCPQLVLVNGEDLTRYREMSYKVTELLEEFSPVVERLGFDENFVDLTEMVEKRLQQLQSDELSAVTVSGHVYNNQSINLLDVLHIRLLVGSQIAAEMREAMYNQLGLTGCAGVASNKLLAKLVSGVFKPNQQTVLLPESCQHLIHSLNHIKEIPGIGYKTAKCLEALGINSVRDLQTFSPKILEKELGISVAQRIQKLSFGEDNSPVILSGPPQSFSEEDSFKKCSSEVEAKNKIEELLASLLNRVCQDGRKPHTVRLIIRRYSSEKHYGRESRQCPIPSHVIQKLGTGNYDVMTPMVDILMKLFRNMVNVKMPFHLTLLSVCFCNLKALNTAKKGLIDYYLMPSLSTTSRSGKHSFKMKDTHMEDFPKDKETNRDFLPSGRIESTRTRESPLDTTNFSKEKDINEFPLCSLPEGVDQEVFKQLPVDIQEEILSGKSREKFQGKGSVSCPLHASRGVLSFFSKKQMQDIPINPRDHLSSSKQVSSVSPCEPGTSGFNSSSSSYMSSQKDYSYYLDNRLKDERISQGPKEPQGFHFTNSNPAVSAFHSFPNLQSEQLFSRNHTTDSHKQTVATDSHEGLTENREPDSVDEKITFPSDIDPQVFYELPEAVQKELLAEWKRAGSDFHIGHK
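Fluorescent replication assay read twice, at 0 min and 10 min after adding 50 nM (final) substrate. Enzyme (10 nM) and compounds were first incubated 15 min at room temperature; enzyme-free buffer wells were negative controls.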
Pol beta inh: blocks human DNA polymerase beta activity. Potency, µM (highest dose often 114 µM), without a hit: at the top dose activity change, negative = inhibition, usual class: inhibitors. Pol beta primer extension/strand displacement, fluorescence kinetic. 340,000 tested, 1.3% active. P06746; also: potency is read from the fitted curve at half-maximal effect; % is scaled to controls: 0 for no effect and ±100 for the full control effect
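Pol beta (10 nM) was preincubated with compound for 15 min at room temperature. The reaction was then started with 50 nM substrate and read immediately and after a further 10 min at room temperature.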
RXFP1 antagonist: antagonists of human relaxin receptor RXFP1 | Q9HBX9 | HEK293-RXFP1, relaxin-stimulated cAMP HTRF, 30 min; hits give low values | activity change, negative = inhibition, % at 57.5 µM | 350,000 tested, 0.59% active;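 active = activity change of -60% or lower, but not beyond a set lower limit; inconclusive = change between -60% and -40%, or beyond the set limit; inactive = change above -40%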; also: % is scaled to controls: 0 for no effect and ±100 for the full control effect
Numbers without * were called inactive; i = inactive; ? = inconclusive; . = no result given; [ ] = remark or other dose. Unless noted, calls follow the shape of the dose curve; as a rule, active = well fitted curve in the direction sought with a large enough effect; inconclusive = small, poorly fitted or top-dose-only effect, or another doubt; inactive = no such curve, though single readings can be large; an effect the other way counts as inactive or inconclusive. Not all compounds are listed, so the mix of outcomes need not match the whole.

SMILES | Pol eta inh | BLM helicase inh | PGK inhibitor | APE1 inh | POLK inh | Apoferritin bind | POLI inh | Pol beta inh | RXFP1 antagonist
Cc1ccc2onc(CC(=O)Nc3cccc(C(F)(F)F)c3)c2c1 | -26% | -5% | -4% | . | -2% | -11% | 14% | 12% | -30
COc1ccc(N(CC(=O)NC2CCCC2)C(=O)c2csnn2)cc1 | -7% | 2% | -4% | 6% | 4% | 2% | 5% | -1% | -3
O=C1/C(=C/c2cccnc2)SC(=S)N1CC1CCCO1 (stereo not given) | -3% | -5% | 4% | -1% | -14% | -13% | 104%[activator] | 26% | -13
Cc1ccc(NC(=S)NCc2ccc3[nH]c4c(c3c2)CCCC4)cc1 | -6% | 2% | 6% | 1% | -16% | 3% | 0% | 4% | -23
COc1ccccc1OCCn1c(C(C)O)nc2ccccc21 (stereo not given) | -2% | 1% | -5% | 0% | 0% | -17% | 9% | 5% | -9
CCc1cccc(NC(=O)CCNC(=O)Cn2ccc3ccccc3c2=O)c1 | -10% | 2% | -8% | 8% | -21% | -7% | 50%[activator] | -28% | 0
Cc1csc2nc(-c3cccc(NC(=O)c4c(F)cccc4F)c3)cn12 | -13% | 1% | -3% | . | -10%[60.1 µM] | -6% | 7% | 3% | .
CC(C)(C)NC(=O)CC1C[C@H](C(=O)N2CCOCC2)[C@@]2(CCC3CCCC3)c3[nH]c4ccccc4c3CCN2C1=O (stereo not given in full) | -7% | . | 3% | -9% | -10% | . | 7% | . | .
Clc1ccc(CSc2nnc(-c3ccncc3)o2)cc1 | 1% | -2% | -3% | -3% | -9% | -21% | 20% | 0% | -20
CN1CCCN(C(=O)c2cc(-c3ccc(Cl)c(Cl)c3Cl)nc3ccccc23)CC1 | -5% | -9% | -2% | -1% | -1% | -18% | -11% | -5% | 2
COC(=O)c1ccc(NC(=O)c2cc(Cl)ccc2OC)cc1 | -16% | 0% | 7% | -6% | -12% | -4% | 15% | 63% | 12
O=C(c1cccs1)N1CCN(c2nc3ccccc3s2)CC1 | 4% | -4% | 8% | 22% | -12% | -2% | -4% | 20% | -9
O=C(O)c1ccc(C=NN2CCCCCC2)cc1 | ? | . | i | . | -5% | . | -15% | . | -10
COc1cc(C2NC(=O)NC(C)=C2C(=O)OC(C)(C)C)ccc1OCC(=O)O (stereo not given) | 9% | 2% | -4% | 4% | -7% | -6% | -8% | 0% | -3
CC(=O)N1CCc2cc(S(=O)(=O)CCC(=O)N3CCN(c4cc(C)ccc4C)CC3)ccc21 | 0% | -5% | 2% | 8% | -7% | -3% | 6% | 29% | 18
COc1ccc(OC)c(N(CC(=O)NC2CCCCCC2)S(=O)(=O)c2ccc(C)cc2)c1 | -16% | -2% | -5% | -12% | -8% | -8% | 2% | 40% | -5
CCc1cc(=O)oc2c(C)c(OC(C)C(=O)NCC3CCC(C(=O)O)CC3)ccc12 (stereo not given) | -11% | 0% | 4% | 36% | -6% | -1% | 1% | 11% | .
COC(=O)C(NC(=O)CC(C)C)(Nc1nc2c(s1)CCCC2)C(F)(F)F (stereo not given) | -11% | -1% | 11% | . | -7% | 45%[activator] | 6% | -2% | -14
O=S(=O)(Cc1ccccc1)NCCc1cccc(Cl)c1 | -22% | -2% | -2% | -13% | -17% | ? | 24% | 1% | 9
CCn1nnc(NC(=O)c2cc3ccccc3o2)n1 | -10% | 0% | i | 8% | -5% | -2% | ? | 20% | -8
CCc1cccc2c(-c3ccccc3)nc(SCC(=O)Nc3ccc(OC)cc3)nc12 | . | 2% | . | . | -16% | -17% | 4% | -1% | 2
COC(=O)c1ccc(OC(=O)c2ccco2)cc1 | 1% | -7% | i | 16% | -8% | -11% | 39%[activator] | 10% | -30
Cc1cc(NS(=O)(=O)c2ccc(Nc3nc(-c4ccc(O)cc4)cs3)cc2)no1 | -17% | -10% | 0% | 1% | -11% | -2% | -13% | 12% | -11
COc1ccc(-n2ncc3c2CC(C)(C)CC3NC(=O)Cc2nonc2C)cc1 (stereo not given) | -6% | -1% | -6% | 21% | -11% | -9% | -1% | 103% | 9
CCC(=O)N1CCN(c2ccc(Cl)cc2NC(=S)NC(=O)c2ccco2)CC1 | -24% | . | -4% | . | -3% | . | 31%[activator] | . | -6
COc1ccc(C2SCC(=O)N2c2ccccc2)cc1 (stereo not given) | 4% | -1% | -5% | 10% | 5% | -3% | -4% | 2% | 4
CCc1ccc(NC(=O)CN2C(=O)c3cccc4cccc2c34)cc1 | -11% | -4% | i | . | 6% | 3% | -13% | 7% | 1

Part of the list above, with values under each structure.
The line under a structure holds: Pol eta inh	BLM helicase inh	PGK inhibitor	APE1 inh	POLK inh	Apoferritin bind	POLI inh	Pol beta inh	RXFP1 antagonist
O=C(O)c1ccc(C=NN2CCCCCC2)cc1
  ?	.	i	.	-5%	.	-15%	.	-10
COc1cc(C2NC(=O)NC(C)=C2C(=O)OC(C)(C)C)ccc1OCC(=O)O (stereo not given)
  9%	2%	-4%	4%	-7%	-6%	-8%	0%	-3
CC(=O)N1CCc2cc(S(=O)(=O)CCC(=O)N3CCN(c4cc(C)ccc4C)CC3)ccc21
  0%	-5%	2%	8%	-7%	-3%	6%	29%	18
COc1ccc(OC)c(N(CC(=O)NC2CCCCCC2)S(=O)(=O)c2ccc(C)cc2)c1
  -16%	-2%	-5%	-12%	-8%	-8%	2%	40%	-5
CCc1cc(=O)oc2c(C)c(OC(C)C(=O)NCC3CCC(C(=O)O)CC3)ccc12 (stereo not given)
  -11%	0%	4%	36%	-6%	-1%	1%	11%	.
COC(=O)C(NC(=O)CC(C)C)(Nc1nc2c(s1)CCCC2)C(F)(F)F (stereo not given)
  -11%	-1%	11%	.	-7%	45%[activator]	6%	-2%	-14
O=S(=O)(Cc1ccccc1)NCCc1cccc(Cl)c1
  -22%	-2%	-2%	-13%	-17%	?	24%	1%	9
CCn1nnc(NC(=O)c2cc3ccccc3o2)n1
  -10%	0%	i	8%	-5%	-2%	?	20%	-8
CCc1cccc2c(-c3ccccc3)nc(SCC(=O)Nc3ccc(OC)cc3)nc12
  .	2%	.	.	-16%	-17%	4%	-1%	2
COC(=O)c1ccc(OC(=O)c2ccco2)cc1
  1%	-7%	i	16%	-8%	-11%	39%[activator]	10%	-30
Cc1cc(NS(=O)(=O)c2ccc(Nc3nc(-c4ccc(O)cc4)cs3)cc2)no1
  -17%	-10%	0%	1%	-11%	-2%	-13%	12%	-11
COc1ccc(-n2ncc3c2CC(C)(C)CC3NC(=O)Cc2nonc2C)cc1 (stereo not given)
  -6%	-1%	-6%	21%	-11%	-9%	-1%	103%	9

3 of the entries above in order of the PGK inhibitor value, highest first:
smiles | Pol eta inh | BLM helicase inh | PGK inhibitor | APE1 inh | POLK inh | POLI inh | Pol beta inh | RXFP1 antagonist
COC(=O)C(NC(=O)CC(C)C)(Nc1nc2c(s1)CCCC2)C(F)(F)F (stereo not given) | -11% | -1% | 11% | . | -7% | 6% | -2% | -14
Cc1cc(NS(=O)(=O)c2ccc(Nc3nc(-c4ccc(O)cc4)cs3)cc2)no1 | -17% | -10% | 0% | 1% | -11% | -13% | 12% | -11
COc1ccc(C2SCC(=O)N2c2ccccc2)cc1 (stereo not given) | 4% | -1% | -5% | 10% | 5% | -4% | 2% | 4
